NCI-60 one-dose screen, 48 h, at 10 µM unless noted. Numbers give growth in % (100 = growth as untreated, 0 = no growth, -100 = all killed).
MALME-3M – MALME-3M melanoma; 78,000 tested, 5.8% active; AID 1794766
EKVX – EKVX NSCLC. 71,000 tested, 3% active. AID 1794765
M14 – M14 melanoma; 80,000 tested, 6.2% active
A549/ATCC – A549/ATCC NSCLC | 81,000 tested, 3.7% active | AID 1794740
HOP-92 – HOP-92 NSCLC cells | 71,000 tested, 6.3% active | AID 1794738
HOP-62 – HOP-62 NSCLC; 80,000 tested, 3.9% active; AID 1794735
UACC-62 – UACC-62 melanoma; 81,000 tested, 5.4% active
UACC-257 – UACC-257 melanoma; 78,000 tested, 4.4% active
An asterisk follows results filed as active; x = not tested or not shown; & = joins results of further samples. The calls were made as follows: active = growth percent below 10; inactive = the rest.

SMILES	MALME-3M	EKVX	M14	A549/ATCC	HOP-92	HOP-62	UACC-62	UACC-257
CCOC(=O)c1noc2c1CCc1cn(Cc3cccc(OC)c3)cc1-2	100	110	97	81	118	87	98	83
O=C(Cc1ccc(Nc2ccnc(C(F)(F)F)c2)cc1)Nc1ccccc1O	110	98	108	92	48	100	66	111
Cc1cccc2c1O/C(=C\c1ccc([N+](=O)[O-])o1)C2=O	-32*	x	-54*	-12*	x	-26*	-59*	-65*
Cc1cccc2c(=O)c3c(sc12)c(NCCCN)nc1ccccc13	14	41	-20*	14	31	9.1*	14	82
O=C(c1ccc(-n2c(=O)[nH]c3ccccc3c2=O)cc1)N1CCCCC1	100	97	102	103	93	121	93	128
CC(C)N1C(=O)NC2C1NC(=O)N2C(C)C (stereo not drawn) (tested in a mixture with another compound)	x	99	112	95	92	111	109	105
O=C1CC(c2ccc3c(c2)OCO3)c2scc(-c3ccc(F)cc3)c2N1 (stereo not drawn)	89	62	97	59	76	92	68	x
N#CCC(=O)NNS(=O)(=O)c1ccc(Br)cc1	104	95	98	105	100	x	98	122
COc1cccc(/C=C2\COc3ccc(O)c(O)c3C2=O)c1OC	-76*	70	x	33	x	19	8.5*	27
O=C(c1ccc(Cl)cc1)C1Sc2nnc(o2)-c2c1c1ccccc1oc2=O (stereo not drawn)	101	95	99	106	111	86	86	119
c1cc2cccc3c2c(c1)c1sc2c4cccc5cccc(c54)c2c31	110	78	x	111	98	93	90	100
COC1=C(c2ccccc2)C(=O)C(OC)=C(c2ccccc2)C1=O	112	99	99	74	98	90	97	x
CCN(CC)c1cc(N)c(Cc2c(N)cc(N(CC)CC)cc2Cl)c(Cl)c1	45	32	52	47	26	52	47	12
CN(C)CCN(C)c1ccc2ncc(C#Cc3cncc(C(=O)Nc4ccc(CN5CCN(C)CC5)c(C(F)(F)F)c4)c3)n2n1	62	87	-81*	-41*	x	34	93	107
O=C1Nc2ccc([N+](=O)[O-])cc2/C1=C\c1cccs1	120	105	109	107	121	106	96	112
O=c1nc(/C=C/c2cn[nH]c2-c2ccc(Cl)cc2)cc(C(F)(F)F)[nH]1	56	x	87	100	40	78	82	90
CC(=O)Nc1cc(NC(C)=O)c2ccccc2c1O	93	86	96	96	100	90	89	91
CCCCCCn1c(-c2ccc(C(=O)O/N=C(\N)c3ccc(OC)cc3)cc2)nc(-c2ccccc2)c1-c1ccccc1	-18*	-76*	41	-34*	-63*	26	18	48
Cc1ccccc1OCc1ccccc1Br	108	99	110	98	87	106	101	112
O=[N+]([O-])c1ccc(/C=N/n2cnnc2)cc1	107	101	91	98	98	73	96	92
CCCCCC1C(C#N)=C(N)Oc2cc(O)ccc21 (stereo not drawn)	101	70	85	91	80	71	88	105
CC1(C)CN=C(c2ccccc2)NC1	x	95	107	97	93	100	98	116
CS(=O)(=O)c1ccc(-c2ccc3ncc(C#N)c(Nc4ccc(F)c(Cl)c4)c3c2)cn1	84	90	65	85	84	90	68	95
N#Cc1c(-c2ccccc2Cl)cc(-c2ccc(Br)s2)[nH]c1=O	97	94	88	102	96	103	93	98
CCc1c(C)c2ccc3c(c2oc1=O)N=C(c1ccc(Br)cc1)CO3	101	x	103	100	75	101	104	x

Reprinted from the part before: 4 entries, then new ones.
SMILES	MALME-3M	EKVX	M14	A549/ATCC	HOP-92	HOP-62	UACC-62	UACC-257
CC1(C)CN=C(c2ccccc2)NC1	x	95	107	97	93	100	98	116
CS(=O)(=O)c1ccc(-c2ccc3ncc(C#N)c(Nc4ccc(F)c(Cl)c4)c3c2)cn1	84	90	65	85	84	90	68	95
N#Cc1c(-c2ccccc2Cl)cc(-c2ccc(Br)s2)[nH]c1=O	97	94	88	102	96	103	93	98
CCc1c(C)c2ccc3c(c2oc1=O)N=C(c1ccc(Br)cc1)CO3	101	x	103	100	75	101	104	x
CCCCc1cc(C)ccn1	94	100	101	102	102	94	99	101
Nc1ccc(N=Nc2ccccc2)cc1[N+](=O)[O-]	x	75	104	86	92	92	73	103
O=C(/C=C/c1ccc(F)cc1)c1ccc(-n2cc(CN3CCN(c4cc5c(cc4F)c(=O)c(C(=O)O)cn5C4CC4)CC3)nn2)cc1	96	104	98	107	105	92	90	102
CCN(CC)CCCC(C)Nc1ccnc2c(OC)cccc12 (stereo not drawn)	142	112	108	106	130	108	114	113
Cc1ccc(/C=C(\C#N)c2cc3ccccc3n2C)cc1	60	48	14	31	90	47	20	90
C#CCN1CCCC(O)C1 (stereo not drawn)	103	101	99	77	x	91	101	78
C=C1C(=O)O[C@@H]2C[C@@H](C)/C=C\C(=O)[C@](C)(OC(C)=O)C[C@H](OC(=O)/C(C)=C\C)[C@@H]12	-36*	5.5*	-37*	73	-36*	75	x	-76*
Nc1nc(N)c2c(n1)CCCC2	96	109	102	95	x	92	82	96
COC(=O)Cn1c(C(C)C)nc2ccccc21	109	113	99	91	83	92	97	96
CC(C)=NNC(N)=S	78	x	65	93	86	x	91	78
O=S(=O)(NCCNc1nccc(-c2c(-c3cccc(F)c3)nc3sccn23)n1)c1ccc(F)cc1	81	63	68	32	85	80	44	79
Cc1cc(C)n(C(=O)c2nn(-c3ccc(Cl)cc3)cc2O)n1	117	67	46	12	x	48	53	82
COc1cc2c(c(OC)c1OC)C(=O)CC(c1cccc(C(=O)Nc3cccc([N+](=O)[O-])c3)c1)O2 (stereo not drawn)	69	77	61	86	57	96	37	97
O=C1N(Cc2cc(F)cc(F)c2)c2ccccc2S(=O)(=O)N1c1cccnc1Cl	89	88	108	93	81	97	80	109
CCCCCCC(C)C(CC)(C(=O)OCC)C(=O)OCC (stereo not drawn)	99	x	114	94	83	104	104	89
COc1cccc(-c2ccnc(/N=C(\N)Nc3ccc(S(=O)(=O)Nc4nc(C)cc(C)n4)cc3)n2)c1	98	93	114	102	106	85	102	111
CCCCCC(=O)Oc1ccc(/C(=C(\C)c2ccccc2)c2ccc(OCCCN(C)C)cc2)cc1	104	102	107	112	87	111	106	119
O=C1C=CC(=O)N1c1ccc2c(c1)C(NC(=O)C(F)(F)F)c1ccccc1-2 (stereo not drawn)	99	102	98	99	x	93	94	102
O=C(N/N=C\c1ccc(O)cc1)C(=O)N/N=C\c1ccc(O)cc1	119&107	100&119	113&100	103	100&85	x	96&96	102&114
COc1ccc(C2=NN(C(C)=O)C(c3ccc(N4CCOCC4)cc3)C2)cc1OC (stereo not drawn)	95	99	99	98	88	91	87	98
Cc1cc(C)c(C(=O)Cc2ccccc2)c(C)c1	99	102	99	95	88	101	98	90
COC(=O)C(c1ccccc1)C(Br)C(=O)c1ccc(Cl)cc1 (stereo not drawn)	107	95	95	99	91	98	87	98
CCO/C=N/C1=C(C#N)C(c2ccc(Br)cc2)c2sc3c(F)cccc3c2O1 (stereo not drawn)	105	106	96	107	120	111	92	103
CCCSC1=NC2C(N(CC)C(=O)N2CC)N1/N=C/C=C/c1ccccc1 (stereo not drawn)	96	96	97	88	100	98	74	104
O=S(=O)(Nc1cc(Cl)cc(Cl)c1)c1ccc(-c2cnc(C3CC3)o2)cc1	60	44	20	43	65	43	39	75
C=C1C(=O)O[C@H]2[C@H]1CC/C(Cn1cc(-c3ccc(F)cc3)nn1)=C\CC[C@@]1(C)O[C@@H]21	-58*	68	-40*	60	-68*	44	x	x
COc1ccc([N+](=O)[O-])c(O)c1C(C)=O	x	114	99	97	92	100	97	93
COc1ccc(C2N(c3ccccc3)NC(=O)[C@H]3CCCN23)cc1 (stereo partly drawn)	101	89	89	94	101	92	69	101
C=C(C)[C@@H]1CC[C@]2(C(=O)N3CCN(CC)CC3)CC[C@]3(C)[C@H](CC[C@@H]4[C@@]5(C)C/C(=C/c6cccc(I)c6)C(=O)C(C)(C)[C@@H]5CC[C@]43C)[C@@H]12	116	99	109	104	112	97	102	105
COC(=O)c1sc(-c2ccc(OC)cc2)cc1O	92	92	93	104	101	112	92	119
COc1ccc(-c2cc(-c3cccnc3)nc3oc(C(=O)c4ccc(Cl)cc4)c(N)c23)cc1OC	94	97	103	98	62	106	98	105
Cn1c(=O)c2c(nc(Br)n2CC(=O)Nc2ccccc2)n(C)c1=O	86	93	93	98	88	99	89	x
CCCOCC(O)CNCCN (stereo not drawn)	106	x	109	102	57	93	101	96
Cc1ccccc1-n1nnc(C(=O)Nc2ccc3ccccc3n2)c1C	82	73	72	88	105	103	67	87
N#Cc1c(-c2ccc(F)cc2)nc(N/N=C2\NC(=O)CS2)nc1N1CCOCC1	104	104	104	90	98	101	95	91
Fc1ccc(C2=NN(c3ccccc3)C(c3sc(Cl)nc3Cl)C2)cc1 (stereo not drawn)	x	102	99	90	x	110	91	92
CC(=O)NC(C)(NC(=O)CCl)C(=O)O (stereo not drawn)	100	x	105	99	106	101	100	81
CN(C)c1ccc(/C=C2\Cc3c(F)ccc(Br)c3C2=O)cc1	93	81	92	94	91	92	83	91
O=C(Nc1cccc2cccnc12)c1ccc2ccc3ccc(C(=O)Nc4cccc5cccnc45)nc3c2n1	74	81	59	42	79	32	54	85
COc1cc(-c2cc(-c3ccc(Nc4ccnc5cc(Cl)ccc45)cc3)nc(N3CCOCC3)n2)cc(OC)c1OC	-22*	31	-22*	-31*	86	-39*	70	x
CCOC(=O)CNC	114	x	104	88	91	106	95	82
NC(=O)c1cccnc1	103	92	109	97	81	115	100	89
O=C(C[n+]1ccccc1Br)c1ccccc1	x	87	105	101	x	111	101	113
COc1ccc(/C=C2\C(=O)N=C3N2NC(C#N)(C/C=C/c2ccccc2)C(=O)N3c2ccccc2)cc1 (stereo not drawn)	100	36	100	106	97	91	42	103
COc1ccc(NC(=O)Nc2cccc(-c3cc(=O)c4c(OC)c(OC)c(OC)cc4o3)c2)cc1	53	89	61	47	41	90	56	98
CC(C)C(NC(=O)[C@H](C(C)C)N1C(=O)c2ccccc2C1=O)C(=O)O (stereo partly drawn)	94	102	103	101	103	101	102	99
c1ccc(Cn2nc(-c3ccccc3)c3c2CCc2cnoc2-3)cc1	129	85	114	88	79	119	82	97
CCCC(=O)Nc1ccc(NS(C)(=O)=O)cc1OC	113	x	113	103	x	108	101	110
CCN1CCN(Cc2ccc(NC(=O)c3cc4ccc5cccnc5c4[nH]3)cc2)CC1	113	x	100	96	74	92	96	105
COc1ccc(NS(=O)(=O)N2CCCCC2)cc1	117	115	102	108	85	107	82	102
O=Cc1cccc(O)c1	102	120	101	113	111	97	x	107

Entries of single compounds, quoted from the list. Order of values: MALME-3M	EKVX	M14	A549/ATCC	HOP-92	HOP-62	UACC-62	UACC-257
`COc1ccc(NS(=O)(=O)N2CCCCC2)cc1` is entered as 117	115	102	108	85	107	82	102
`CC(C)C(NC(=O)[C@H](C(C)C)N1C(=O)c2ccccc2C1=O)C(=O)O` (stereo partly drawn) is entered as 94	102	103	101	103	101	102	99

As a short view, 4 of the compounds above:
SMILES	MALME-3M	EKVX	M14	A549/ATCC	HOP-92	HOP-62	UACC-62	UACC-257
CCCC(=O)Nc1ccc(NS(C)(=O)=O)cc1OC	113	x	113	103	x	108	101	110
CCN1CCN(Cc2ccc(NC(=O)c3cc4ccc5cccnc5c4[nH]3)cc2)CC1	113	x	100	96	74	92	96	105
COc1ccc(NS(=O)(=O)N2CCCCC2)cc1	117	115	102	108	85	107	82	102
O=Cc1cccc(O)c1	102	120	101	113	111	97	x	107
